# KCNQ2 block – KCNQ2 potassium channel inhibitors, primary screen, cell-based, CHO-K1, FluxOR thallium flux, B-score (AID 2156) | O88943 | 20 min; hits give low values | B-score at 10 µM | hit rate 1.1% among 310,000;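 active = fluorescence ratio B-score at most minus 3 library SDs, with starting brightness B-score within 2 library SDs, cut at about -5.5 in these data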
# Kir21 inh – Kir2.1 (mouse) channel inhibition; P35561; HEK293-Kir2.1, FluxOR thallium flux fluorescence; hits give low values; B-score at 10 µM; hit rate 0.85% among 310,000; AID 1672;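 active = fluorescence ratio B-score at or below minus 3 SD of library scores, with starting-brightness B-score within 2 SD, cut at about -4.2 in these data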;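 note: channel flux triggered by added potassium and thallium sulfate stimulus; B-score of peak minus minimum fluorescence over baseline after thallium stimulus; more negative B-score means stronger Kir2.1 block with less thallium influx; some compounds called inactive have numbers as strong as hits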
# Target sequence (P35561 whole entry, looked up): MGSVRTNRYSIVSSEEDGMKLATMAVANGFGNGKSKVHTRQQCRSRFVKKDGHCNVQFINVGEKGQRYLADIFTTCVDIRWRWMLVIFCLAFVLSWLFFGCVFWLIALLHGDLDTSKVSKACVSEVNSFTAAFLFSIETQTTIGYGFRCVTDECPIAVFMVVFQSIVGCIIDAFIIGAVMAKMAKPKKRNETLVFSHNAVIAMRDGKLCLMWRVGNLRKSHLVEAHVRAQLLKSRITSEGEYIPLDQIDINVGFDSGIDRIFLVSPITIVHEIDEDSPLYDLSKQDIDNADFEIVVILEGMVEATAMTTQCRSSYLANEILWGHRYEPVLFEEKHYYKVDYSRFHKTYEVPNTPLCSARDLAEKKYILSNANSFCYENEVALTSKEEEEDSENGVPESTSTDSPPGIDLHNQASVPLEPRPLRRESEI
# CHT block – human CHT choline transport inhibition | Q9GZV3 | CHT-expressing cells, membrane potential dye, choline response; hits give low values | B-score at 10 µM | hit rate 0.86% among 310,000 | AID 488975;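 active = B-score over 3 SD under the library average, and starting fluorescence ratio not unusually high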;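 note: choline stimulus applied at its EC90 after an EC20 pre-addition; B-score computed on integrated fluorescence ratio after choline addition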
# Target sequence (Q9GZV3 whole entry, looked up): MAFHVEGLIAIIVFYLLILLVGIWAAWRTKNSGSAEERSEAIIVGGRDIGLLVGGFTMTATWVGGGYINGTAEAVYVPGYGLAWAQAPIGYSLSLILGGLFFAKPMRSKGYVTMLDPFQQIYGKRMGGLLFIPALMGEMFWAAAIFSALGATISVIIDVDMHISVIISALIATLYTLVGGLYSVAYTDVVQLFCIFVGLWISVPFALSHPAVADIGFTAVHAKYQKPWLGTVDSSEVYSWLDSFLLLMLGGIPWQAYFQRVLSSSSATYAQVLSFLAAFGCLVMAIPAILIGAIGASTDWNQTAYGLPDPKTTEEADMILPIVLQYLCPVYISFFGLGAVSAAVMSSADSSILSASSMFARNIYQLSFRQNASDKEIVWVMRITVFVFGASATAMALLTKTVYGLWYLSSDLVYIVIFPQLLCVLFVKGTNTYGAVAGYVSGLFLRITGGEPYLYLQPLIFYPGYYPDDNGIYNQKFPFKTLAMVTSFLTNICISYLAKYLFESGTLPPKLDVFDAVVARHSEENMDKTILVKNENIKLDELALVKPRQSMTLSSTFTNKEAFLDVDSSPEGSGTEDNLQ
# An asterisk follows results filed as active; i = inactive; nt = not tested or not shown.
SMILES,KCNQ2 block,Kir21 inh,CHT block
CCCCC1=CC2=CC(=O)C(C)(OC(=O)c3ccc(Cl)nc3)C(=O)C2=CO1 (configuration not stated),i,0.76,i
CC1CCN(CCCNC(=O)COc2cc(=O)n(C)c3ccccc23)CC1,i,0.84,i
CC1(C)CC(=O)C2=C(C1)N(Cc1cccnc1)C(=O)C2(NC(=O)c1ccc(F)cc1)C(F)(F)F (configuration not stated),i,-0.94,i
CN(C)C1=NCCN1CCC1CCCC1,i,2.4,i
COc1ccc(/C=C/C(=O)c2cc(F)ccc2OC(=O)c2ccccc2)cc1OC,i,0.01,i
Cc1ccc(CS(=O)Cc2ccc(C(=O)N3CCN(C4CCCCC4)CC3)o2)cc1 (configuration not stated),i,0.85,i
CCOC(=O)CSc1nnc(-c2cc(OC)c(OC)c(OC)c2)o1,i,0.66,i
Cc1nc(-c2cccnc2)sc1C(=O)Nc1cccc(C(F)(F)F)c1,i,0.15,i
CC(=O)c1cccc(NC(=O)C2CCN(C(=O)c3ccc([N+](=O)[O-])cc3)CC2)c1,i,-0.53,i
COc1ccc(C(c2c(N)[nH]c(=S)[nH]c2=O)c2c(N)[nH]c(=S)[nH]c2=O)cc1,i,-0.27,i
CC(C)CCn1nnnc1C(c1ccc(F)cc1)N1CCC(C(N)=O)CC1 (configuration not stated),i,0.06,i
Cc1ccc(CN2CCN(c3ccccn3)CC2)s1,i,0.61,i
Cc1occc1C(=O)N=Nc1c(O)n(C)c2ccccc12,i,-0.06,i
COC(=O)c1ccc2c(=O)[nH]c(CSc3nc(-c4ccc(F)cc4)cs3)nc2c1,i,-1.2,i
CC(=O)Oc1ccc(N(C(C)=O)S(=O)(=O)c2cccs2)cc1,i,0.65,i
COc1cccc(C2CC(=O)Nc3cc(OC)c(OC)cc32)c1 (configuration not stated),i,0.88,i
CCCc1nn2c(=O)cc(CSCC(=O)Nc3nnc(C(C)C)s3)nc2s1,i,0.85,i
COc1cccc(/C=C/C(=O)NCCc2ccc3c(c2)OCCO3)c1,i,-0.66,i
COc1ccc(N2CCN(C(=O)CCCOc3cc(=O)n(C)c4ccccc34)CC2)cc1,i,-0.92,i
CCNC(=S)N/N=C/c1cn(Cc2ccc(F)cc2)c2ccccc12,i,2.1,i
O=C(CCCCCn1c(=S)[nH]c2ccccc2c1=O)NCc1ccc2c(c1)OCO2,i,2.3,i
Cc1cc(S(=O)(=O)NCc2cccs2)ccc1-n1cnnn1,i,0.03,i
COc1cc(NC(=S)N2c3ccccc3CC2C)cc(OC)c1 (configuration not stated),i,-2.7,i
CC(C)NC(=O)c1onc(CSc2ccc(F)cc2)c1C(=O)NC(C)C,i,0.15,i
CCCCSCCCNC(=O)C1CCC(CNS(=O)(=O)c2ccc(NC(C)=O)cc2)CC1 (configuration not stated),i,-0.46,i
CN(CCCNC(=O)Cn1cccc1C(=O)c1ccccc1)C1CCCCC1,i,-1.7,i
CCC(=O)Nc1sc2c(c1C(N)=O)CCN(Cc1ccccc1)C2,i,3.8,i
Cc1ccc(NC(=O)Nc2c(C)n(C)n(-c3ccccc3)c2=O)cc1C,i,-1.9,i
COc1ccc(CNC(=O)c2c(O)c3ccccc3n(C)c2=O)cc1OC,i,-0.32,i
CCOc1ccc2cc(S(=O)(=O)N3CCN(C)CC3)ccc2c1,i,-0.01,i
Clc1ccc2nc(CN3CCCCC3)cn2c1,i,-0.82,i
O=C(CCCN1CCc2[nH]c3ccc(F)cc3c2C1)c1ccc(F)cc1,i,-7.9*,i
C=CCn1c(Cc2ccccc2)nc2c(cnn2-c2ccccc2)c1=O,i,1.9,i
COc1ccc(CCNC(=O)CN(C)S(=O)(=O)c2ccc3c(c2)CCC(=O)N3)cc1OC,i,1.8,i
COc1ccccc1OCCNC(=O)c1ccc(S(=O)(=O)N(C)C)cc1,i,-1.3,i
COc1ccccc1CC(=O)NCc1ccc2c(c1)OCO2,i,0.42,i
COc1cc(/C=C2\SC(=S)N(CC(=O)O)C2=O)ccc1OS(=O)(=O)c1ccc(C)cc1,i,-0.38,i
Cc1[nH]c(=S)c(C#N)c(-c2ccccc2)c1C(=O)Nc1ccccc1,i,-0.06,i
COC(C)(C)c1cc(C(C)(C)C)nc(N)n1,i,0.16,i
O=C(COC(=O)Cc1ccsc1)NCc1ccc(Cl)cc1,i,-0.1,i
O=C(Nn1cnnc1)c1cc(Cl)ccc1Cl,i,3.1,i
O=C(CN1C(=O)C2CCc3[nH]c4ccccc4c3C2C1=O)N1CCCC1 (configuration not stated),i,-0.16,nt
Cc1ccccc1OCc1n(CC(=O)OC2CC(C)CCC2C(C)C)c2ccccc2[n+]1C (configuration not stated),-11*,-15*,i
Cc1cc(=O)n2c3c(sc2n1)C(=O)N(Cc1ccccc1)C3=O,i,-1.7,i
COc1ccc(C2CC(c3cccs3)=NN2C(=O)CSc2nc3ccccc3o2)cc1 (configuration not stated),i,1.9,i
COCC(=O)Nc1ccc(N2CCN(c3ccccc3)CC2)c(F)c1,i,0.91,i
Cc1cc(C(F)(F)F)nn1CC(=O)Nc1ccc2c(c1)OCO2,i,1,i
CC(NC(=O)Cn1c(=O)oc2cc(S(=O)(=O)N3CCCC3)ccc21)c1ccccc1 (configuration not stated),i,0.02,i
O=C(Nc1ccc(Cl)cc1)OCc1ccccn1,i,-4.1,i
COc1ccc(C(=O)Nc2cnc3sc(C)nn3c2=O)cc1,i,0.34,i
Cc1ccccc1Cn1c(C)cc(C)c(C#N)c1=O,i,0.01,i
CC(C)(C)OC(=O)N1CCCN(C(=O)Nc2ccccc2)CC1,i,0.28,i
CCOc1ccccc1C(=O)Nc1ccc(S(=O)(=O)Nc2cc(OC)nc(OC)n2)cc1,i,0.81,i
Cc1cc(NC(=O)CN2CCCCCCC2)no1,i,0.48,i
COc1ccc(C2NC(=O)N(C)C(C)=C2[N+](=O)[O-])cc1 (configuration not stated),i,-0.25,i
CCCCOc1ccccc1C(=O)NCCCCCC(=O)O,i,-0.77,i
Cc1ccccc1S(=O)(=O)Cc1ccc(C(=O)NCCCN2CCCC(C)C2)o1 (configuration not stated),i,-2.5,i
COc1ccc(C2C(C(=O)C(C)(C)C)=C(O)C(=O)N2Cc2ccccc2)cc1 (configuration not stated),i,0.08,i
Cc1ccc(CNS(=O)(=O)NCc2ccccc2F)cc1,i,-0.73,i
O=C(OCC(=O)N1CCCC1=O)C1CCN(S(=O)(=O)c2c(Cl)cccc2Cl)CC1,i,1.5,i
# Remaining list, next part
SMILES,KCNQ2 block,Kir21 inh,CHT block
Nc1sc2c([n+]1CCCS(=O)(=O)[O-])CCCC2,i,-0.91,i
CC(C)CN=c1cc(-c2ccccc2)oc2ccc(Cl)cc12,i,0.22,i
CC1CCN(S(=O)(=O)c2ccc(Oc3ccc([N+](=O)[O-])cc3)cc2)CC1,i,0.67,i
CC(=O)Nc1cccc(Oc2ccc([N+](=O)[O-])cc2Cl)c1,i,-0.77,i
COc1cccc(Nc2nc(N)nc(CCl)n2)c1,i,-0.4,i
O=C(Cn1cnc2ccccc2c1=O)N1CCOCC1,i,0.03,i
COc1ccc(CCNC(=O)/C=C/c2ccc(OC)c(S(=O)(=O)N3CCOCC3)c2)cc1,i,-0.2,i
Cc1nc2sc(-c3ccccc3)nn2c(=O)c1Br,i,-1,i
Cc1c(Cc2ccccc2)c(NCCCO)n2c(nc3ccccc32)c1C#N,i,0,i
O=C(C[n+]1cc(-c2ccccc2)n2c1CCCCC2)c1ccc(Br)cc1,i,-0.08,i
CSc1ccccc1C(=O)Nc1nc2ccccc2c(=O)[nH]1,i,-1.4,i
CCCn1c(SCC(=O)Nc2nccs2)nnc1-c1cccnc1,i,0.6,i
Cn1ccnc1SCC(=O)Nc1sccc1C#N,i,-0.21,i
O=C(NC1CCS(=O)(=O)C1)c1ccc(-c2ccc(Br)cc2)o1 (configuration not stated),i,-0.11,i
O=C(O)C1C2C=CC(C2)C1C(=O)NCc1ccc2c(c1)OCO2 (configuration not stated),i,-0.58,i
O=C(O)C1CC=CCC1C(=O)Nc1ccc2c(c1)OCCO2 (configuration not stated),i,0.71,i
COc1nc(NCCC2=CCCCC2)nc(OC)n1,i,0.53,i
Cc1cc(C)nc(SC/C=C/c2ccccc2)n1,i,-1.1,i
O=C(CCCOc1ccc(Cl)cc1)N1CCCCCC1,i,-3.9,i
NC1=NC(=Nc2ccccc2)c2ccccc21,i,-1.2,i
Cc1cc(N2C(=O)C3C4C=CC(C4)C3C2=O)ccc1NC(=O)c1cccs1 (configuration not stated),i,-0.51,i
O=C(NCCOc1ccccc1)C1CCC(=O)N(C2CCCCCC2)C1 (configuration not stated),i,-0.84,i
CC(CN1CCCCC1)C(=O)NNC(=O)C12CC3CC(CC(C3)C1)C2 (configuration not stated),i,-0.49,i
S=C(Nc1ccc2nsnc2c1)N1CCCCCC1,i,-0.12,i
CNC(=S)N(Cc1cc2cc(C)ccc2n2nnnc12)CC(C)(C)CN(C)C,i,0.52,i
CC(C)NC(=O)C1CCN(S(=O)(=O)c2ccc(N3CCCC3=O)cc2)CC1,i,1.9,i
O=C(/C=C/c1ccco1)Nc1ccccc1N1CCOCC1,i,-0.04,i
S=c1[nH]nc(-c2ccncc2)n1Cc1ccccc1,i,-0.23,i
CC(NC(=O)CN1C(=O)COc2ccccc21)c1ccccc1 (configuration not stated),i,-0.03,i
COc1cccc(-n2nnc3c(=O)n(Cc4ccc(Cl)cc4)cnc32)c1,i,-0.37,i
Cc1cc(C(F)(F)F)n2nc(-c3cnn(C)c3C(F)(F)F)cc2n1,i,-0.56,i
COc1cccc(C(=O)CSc2nnc(COc3cccc4cccnc34)o2)c1,i,0.06,i
O=C(Cc1ccc(Cl)cc1)N1CCN(c2ccc(F)cc2)CC1,i,-0.26,i
CCN1C(=O)[C@H]2[C@@H](c3ccc(-c4ccc5c(c4)OCO5)cc3)N3CCC[C@@]3(C(=O)OC)[C@H]2C1=O,i,1.2,i
CCN(C(=O)Cc1c(C(=O)O)n(CC)c2ccccc12)c1cccc(C(F)(F)F)c1,i,-0.05,i
NC(=O)c1ccc(Br)c(S(=O)(=O)N2CCCCC2)c1,i,-0.09,i
CCOC(=O)C(CCCCCCP(=O)(c1ccccc1)c1ccccc1)NC(C)=O (configuration not stated),i,0.15,i
Nc1nc(SCC(=O)N2CCCC2)[nH]c(=O)c1-c1ccccc1,i,-0.61,i
Cc1ccc(OCC(=O)NCc2ccccc2)c([N+](=O)[O-])n1,i,-0.05,i
CCOC(=O)CNC(=O)CSc1nc2c(C)cccc2cc1CC,i,-1.2,i
O=C(NCc1ccc2c(c1)OCO2)C1CCCN1S(=O)(=O)c1ccc(Cl)cc1 (configuration not stated),i,-1.9,i
Cc1ccc([N+](=O)[O-])cc1NC(=O)C[n+]1ccccc1,i,-0.02,i
COC(=O)c1ccc(OCCCCN2CC(C)OC(C)C2)cc1 (configuration not stated),i,-1.3,i
COc1ccccc1NC(=O)/C=C/c1ccc2c(c1)OCO2,i,-0.2,i
COc1ccc(-c2ccnc3nc(/N=C/N(C)C)nn23)cc1,i,1.8,i
O=C(NCCc1ccc(Cl)cc1)C1CCC(=O)N(C2CCCCCC2)C1 (configuration not stated),i,-0.05,i
Cc1cc(OCC(=O)Nc2ccc(N3CCN(C)CC3)cc2)ccc1Cl,i,0.61,i
COc1ccc(C(=O)NCCN2CCCC2)cc1OC,i,-0.24,i
Cc1ccc2cc(CN(CC(C)C)S(=O)(=O)c3ccccc3)c(=O)[nH]c2c1,i,0.34,i
CCCOc1ccc(C(C)(O)CN2CCOCC2)cc1 (configuration not stated),i,0.35,i
COc1ccc2nc3c(nc2c1)CCCC3,i,0.58,i
Cc1nc2scc(C)n2c(=O)c1S(=O)(=O)NCCc1ccc(Cl)cc1,i,0.12,i
CC1(C)CC(=O)C=C(N2CCCC2)C1,i,1.5,i
COC(=O)c1cc(C(=O)NCCC(C)C)cc([N+](=O)[O-])c1,i,-0.35,i
CC1(C)CC(CCNC(=O)c2ccco2)CC(C)(C)N1,i,1.8,i
O=C(N/N=C/c1cc(Cl)ccc1O)c1ccccc1Br,i,-0.06,i
CCOC(=O)Cn1cnc2c(C#N)c3n(c2c1=O)CCCCC3,i,-1.1,i
O=C(CCSCCc1ccccn1)Nc1c(F)c(F)c(F)c(F)c1F,i,1.3,i
CCOC(=O)C1CCN(C(=O)CN(Cc2ccccc2)S(C)(=O)=O)CC1,i,-1,i

# Bioassay records from PubChem BioAssay.
